# TRPC6 inhibitor = blocks the mouse TRPC6 cation channel; actives 1.1% (n = 310,000); B-score at 10 µM; Q61143; HEK293-TRPC6, membrane potential dye, ACh-evoked depolarization; hits give low values;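 active means B-score under library mean minus 3 SD, initial fluorescence not abnormally high, positive integrated signal ratio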;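 further: B-score derived from integrated fluorescence ratio over the kinetic read; more negative B-score means stronger inhibition of depolarization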
# ANO1 activ = mouse TMEM16A channel activation, primary screen. Q8BHY3. HEK293 TMEM16A/YFP-H148Q/I152L, iodide quench fluorescence; hits give low values. B-score at 10 µM. actives 0.3% (n = 340,000). AID 623877;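 active means fluorescence-ratio B-score plate-corrected deviation score at least 3 library SD below zero, with starting fluorescence score within 5 deviations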;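 further: channel opened by trigger with iodide after compound preincubation; score built on the fluorescence ratio of max minus min over baseline; more negative score means more quench and so TMEM16A activation or potentiation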
# Target sequence (Q8BHY3 whole entry, looked up): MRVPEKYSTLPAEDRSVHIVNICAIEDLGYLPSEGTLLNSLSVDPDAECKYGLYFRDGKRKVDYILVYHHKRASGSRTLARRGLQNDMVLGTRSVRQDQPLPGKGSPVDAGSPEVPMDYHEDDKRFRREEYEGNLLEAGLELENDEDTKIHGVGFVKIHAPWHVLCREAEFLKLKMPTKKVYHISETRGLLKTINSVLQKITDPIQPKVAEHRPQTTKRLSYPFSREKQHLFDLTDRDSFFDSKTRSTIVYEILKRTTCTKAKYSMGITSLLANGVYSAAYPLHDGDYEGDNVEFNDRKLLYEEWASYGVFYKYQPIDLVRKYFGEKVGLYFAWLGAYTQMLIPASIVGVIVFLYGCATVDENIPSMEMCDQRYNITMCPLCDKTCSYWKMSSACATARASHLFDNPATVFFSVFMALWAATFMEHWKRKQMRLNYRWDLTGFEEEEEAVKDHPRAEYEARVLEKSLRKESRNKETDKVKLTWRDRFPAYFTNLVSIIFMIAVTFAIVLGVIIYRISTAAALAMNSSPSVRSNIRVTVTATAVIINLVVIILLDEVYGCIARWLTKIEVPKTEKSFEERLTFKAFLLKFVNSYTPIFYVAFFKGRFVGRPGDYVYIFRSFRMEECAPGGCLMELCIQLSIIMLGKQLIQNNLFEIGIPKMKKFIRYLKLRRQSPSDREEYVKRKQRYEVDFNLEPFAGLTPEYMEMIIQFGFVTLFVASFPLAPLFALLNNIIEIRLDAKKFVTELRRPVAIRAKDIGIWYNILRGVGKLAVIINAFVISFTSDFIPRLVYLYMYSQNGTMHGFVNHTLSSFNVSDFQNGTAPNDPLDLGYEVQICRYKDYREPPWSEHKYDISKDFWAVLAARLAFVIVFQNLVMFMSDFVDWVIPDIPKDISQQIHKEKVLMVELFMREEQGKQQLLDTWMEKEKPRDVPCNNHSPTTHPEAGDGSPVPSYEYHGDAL
# TRPC6 activator = activates the mouse TRPC6 cation channel | actives 0.13% (n = 310,000) | B-score at 10 µM | AID 2550 | HEK293-TRPC6 membrane potential dye fluorescence; hits give high values;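 active means B-score of the integrated fluorescence ratio above library mean plus 3 SD, and starting fluorescence ratio within library mean plus 5 SD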;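 further: higher score means more depolarization so channel activation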
# MrgX1 antag = blocks BAM8-22 activation of human MrgX1 receptor; Q96LB2; MRGX1-HEK293 calcium flux, Fluo-4, BAM8-22 antagonism; hits give low values; B-score at 10 µM; actives 1.3% (n = 310,000); AID 588676;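 active means calcium-response B-score plate-corrected more than 3 library SD below zero, starting fluorescence within 5 deviations, no agonist response on first addition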;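 further: peak minus trough fluorescence over baseline after final BAM8-22 challenge near maximal dose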
# TMEM16A inh = blocks the mouse calcium-activated chloride channel TMEM16A; actives 1.2% (n = 310,000); AID 588511; HEK293 TMEM16A/YFP iodide influx fluorescence, ionomycin; normalized B-score (activity score, 25-100; higher = stronger inhibition) at 10 µM; Q8BHY3;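 active means ratio plate-corrected score three or more library SD toward inhibition, starting fluorescence score within five deviations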;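 further: score derived from kinetic fluorescence span divided by baseline fluorescence per well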
# MrgX1 ag = agonists of human MrgX1 receptor | MrgX1-HEK293 cells, Fluo-4 calcium fluorescence, agonist mode; hits give high values | Q96LB2 | actives 0.44% (n = 310,000) | B-score at 10 µM;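 active means calcium response B-score plate-corrected fluorescence ratio at least 3 library SD, with starting fluorescence B-score inside 5 SD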
#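 Assay system: stable human MrgX1 HEK293 cell line. Quantity: 15,000 cells per well. Schedule: cells plated overnight, dye loaded 0.5 h 37 °C, 0.5 h room temperature. Detection: Fluo-4 NW calcium-flux fluorescence, kinetic read. Read-out basis: peak-minus-minimum fluorescence over baseline, converted to B scores. Control set: positive and negative control wells on each plate.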
# RGS4 inh = human RGS4 inhibition | HEK293 M3R/RGS4 inducible, Fluo-4 calcium flux; hits give high values; triggered by carbachol at its EC20 | AID 463165 | B-score at 10 µM | actives 0.45% (n = 310,000);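 active means B-score, a plate-corrected calcium signal, over three deviations above library mean, with baseline fluorescence within five deviations of library mean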;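 further: RGS4 expression induced by doxycycline in cells with stable M3 receptor; B-score is computed from the integrated fluorescence ratio over baseline after carbachol; higher B-score means a larger calcium signal and so more RGS4 inhibition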
# TRPC4 PAM = TRPC4 (mouse) allosteric potentiation. HEK293 TRPC4beta/mu-opioid, DAMGO EC20, Fluo-4 Ca2+ flux; hits give high values. B-score at 10 µM. actives 0.42% (n = 310,000). AID 2227;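 active means B-score of calcium response area above 5 SD of library B-scores, with initial fluorescence ratio within 5 SD of library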;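 further: B-score of integrated fluorescence ratio over time as area under calcium response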
# TRPC4 block = TRPC4 (mouse) channel inhibition. AID 2247. B-score at 10 µM. actives 0.39% (n = 300,000). HEK293 TRPC4beta/mu-opioid, DAMGO-evoked Fluo4 calcium flux; hits give low values;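 active means B-score over 3 SD under the library average, no early fluorescence shift, positive overall ratio signal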
#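 Test system – stable TRPC4beta/mu-opioid receptor HEK293 cells · Probe or stimulus – DAMGO, a submaximal dose followed by a maximal one · Dosing – one concentration per compound · Signal – Fluo4 calcium fluorescence by kinetic imaging, 5 s 1 Hz baseline · Evaluation – per-well B score of integrated baseline-normalized Fluo4 ratio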
# MrgX1 PAM = allosterically activates human MrgX1 receptor signaling; MrgX1-HEK293, Fluo-4 calcium flux, FDSS; hits give high values; Q96LB2; actives 0.63% (n = 310,000); B-score at 10 µM;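 active means plate-corrected calcium response at least 3 library SD above typical, normal starting fluorescence, not activating the receptor alone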;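 further: compound read alongside a low EC10 to EC30 dose of BAM8-22 agonist; peak minus trough fluorescence over baseline measured at the second addition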
# TRPC4 agonist = opens the mouse TRPC4 cation channel | Q9QUQ5 | HEK293 TRPC4beta/mu-opioid, Fluo4 calcium fluorescence; hits give high values | B-score at 10 µM | actives 0.49% (n = 310,000);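 active means B-score above 5 SD of library B-scores, and initial fluorescence ratio not above library mean plus 5 SD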;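 further: positive B-score marks a calcium rise read as TRPC4 activation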
#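 Assay system: HEK293 stable line with TRPC4beta plus mu-opioid receptor; schedule: 45 min room-temperature Fluo4 loading, 110 s read; technique: kinetic Fluo4 calcium fluorescence; evaluation: integrated baseline-normalised fluorescence ratio, converted to per-well B score; controls: buffer (low) and maximal DAMGO (high)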
# * marks the source's active call; other numbers are inactive results; i = inactive; · = no result given.
SMILES,TRPC6 inhibitor,ANO1 activ,TRPC6 activator,MrgX1 antag,TMEM16A inh,MrgX1 ag,RGS4 inh,TRPC4 PAM,TRPC4 block,MrgX1 PAM,TRPC4 agonist
CN(C(=O)COC(=O)c1cccc(F)c1)c1ccccc1,i,i,i,i,i,i,i,i,i,i,i
COc1cccc(/C=N/n2c(CO)nc3ccccc32)c1OC,i,i,i,i,i,i,i,i,i,i,i
Oc1ccccc1N=Nc1ccccc1O,i,i,i,·,·,·,i,i,i,·,i
CCn1cc(S(=O)(=O)N2CCN(c3ccc(Cl)cc3)CC2)cn1,i,i,i,i,i,i,i,i,i,i,i
CC(C)N(Cc1ccccc1)C(=O)CN1C(=O)c2ccccc2C1=O,i,i,i,i,i,i,i,i,i,i,i
Nn1c(SCC(=O)N2CCOCC2)nnc1-c1ccccc1Cl,i,i,i,-6.2*,i,i,i,i,i,i,i
COc1ccc(NC(=O)C2CCN(c3nnnn3-c3ccccc3)CC2)cc1,i,i,i,i,i,i,i,i,i,i,i
NC(=O)COc1ccc2cc(-c3ccccc3)c(=O)oc2c1,i,i,i,i,i,i,i,i,i,i,i
O=C(CN1CCCCCC1)N1c2ccccc2Sc2ccccc21,i,i,i,i,i,i,i,i,-7*,i,i
N#CC1=C(N)Oc2n[nH]c(-c3ccc(F)cc3)c2C1c1ccncc1 (stereo not given),i,i,i,i,i,i,i,i,i,i,i
c1nc(NCCN2CCOCC2)c2c3c(sc2n1)CCCCC3,i,i,i,·,·,·,i,i,i,·,i
Cc1ccc(Cl)cc1NC(=O)COC(=O)C12CC3CC(CC(C3)C1)C2,i,i,i,i,i,i,i,i,i,i,i
O=C(NCCCn1ccnc1)c1ccccc1Br,i,i,i,i,i,i,i,i,i,i,i
Oc1c(C(Nc2nc3ccccc3s2)c2ccco2)ccc2cccnc12 (stereo not given),i,i,i,i,i,i,i,i,i,i,i
Cc1ccc(C(=O)N(CN2CCCC2=O)c2ccc(F)cc2)cc1C,i,i,i,i,i,i,i,i,i,i,i

# 2 entries picked at random from those above, as already listed:
SMILES,TRPC6 inhibitor,ANO1 activ,TRPC6 activator,MrgX1 antag,TMEM16A inh,MrgX1 ag,RGS4 inh,TRPC4 PAM,TRPC4 block,MrgX1 PAM,TRPC4 agonist
Cc1ccc(C(=O)N(CN2CCCC2=O)c2ccc(F)cc2)cc1C,i,i,i,i,i,i,i,i,i,i,i
Nn1c(SCC(=O)N2CCOCC2)nnc1-c1ccccc1Cl,i,i,i,-6.2*,i,i,i,i,i,i,i

# Additional records follow:
SMILES,TRPC6 inhibitor,ANO1 activ,TRPC6 activator,MrgX1 antag,TMEM16A inh,MrgX1 ag,RGS4 inh,TRPC4 PAM,TRPC4 block,MrgX1 PAM,TRPC4 agonist
COc1ccccc1C1CCN(C(=O)c2cccs2)CC1,i,i,i,i,i,i,i,i,i,i,i
CC(=O)Nc1ccc(S(=O)(=O)N(c2cccnc2)S(=O)(=O)c2ccc(NC(C)=O)cc2)cc1,i,i,i,i,i,i,i,i,i,i,i
Cc1ccc(C(=O)N/N=C/c2cccc3ccccc23)cn1,i,i,i,i,i,i,i,i,i,i,i
Cc1cc(C(F)(F)F)c(C#N)c(N2CCOCC2)n1,·,i,·,i,100*,i,·,·,·,i,·
CCCCCC(=O)NN=C1CCN(Cc2ccccc2)CC1,i,i,i,i,i,i,i,i,i,i,i
COc1cc(C2CC(=O)N3CN(Cc4ccco4)CSC3=C2C#N)ccc1OCc1ccccc1 (stereo not given),i,i,i,i,i,i,i,i,i,i,i
O=C(COC(=O)C1CCN(S(=O)(=O)c2cccc3cccnc23)CC1)c1ccc([N+](=O)[O-])cc1,i,i,i,i,i,i,i,i,i,i,i
COc1ccc(C(=O)Nc2oc(-c3ccccc3)c(-c3ccccc3)c2C#N)cc1OC,i,i,i,i,i,i,i,i,i,i,i
C/C=C(\C)c1nnc(NC(=O)C(C)C)s1,i,i,i,i,i,i,i,i,i,i,i
COC(=O)c1cc(-c2ccc(Br)cc2)on1,i,i,i,i,i,i,i,i,i,i,i
O=C(CNS(=O)(=O)c1ccccc1)NCc1cccnc1,i,i,i,i,i,i,i,i,i,i,i
COc1nc(OCCNS(=O)(=O)c2ccc(C)cc2)nc(N(C)C)n1,i,i,i,i,i,i,i,i,i,i,i
Cc1ccccc1NC(=O)C(C)Sc1nnc(-c2ccncc2)n1CC1CCCO1 (stereo not given),i,i,i,i,i,i,i,i,i,i,i
CC(=O)Nc1ccc(S(=O)(=O)Nc2ccc(S(=O)(=O)Nc3nc(C)cc(C)n3)cc2)cc1,i,i,i,i,i,i,i,i,i,i,i
CCC(C(=O)N1CCOCC1)n1nc(C)c2sc3ccccc3c2c1=O (stereo not given),i,i,i,i,i,i,i,i,i,i,i
O=C(O)CCC(=O)Nc1nnc(C(F)(F)F)s1,·,i,·,i,i,i,·,·,·,i,·
COc1cc(/C=N/Nc2cccc(C)c2)ccc1OC(=O)c1ccco1,i,i,i,i,i,i,i,i,i,i,i
O=C(Cn1nnc2ccccc21)OCC(=O)c1ccccc1,i,i,i,-6.1*,i,i,i,i,i,i,i
Cc1ccc(-c2ccc(=O)n(CC(=O)Nc3cccc(C(=O)N4CCN(C)CC4)c3)n2)cc1,i,i,i,i,i,i,i,i,i,i,i
O=C(CSc1nnc2ccccn12)N1CCc2ccccc21,i,i,i,i,i,i,i,i,i,i,i
COC(=O)Nc1ccc(Oc2ccccc2)cc1,i,i,i,i,i,i,i,i,i,i,i
COc1ccccc1N(CC(=O)NC1CCCC1)C(=O)CCC(=O)Nc1cc(C)on1,i,i,i,i,i,i,i,i,i,i,i
CCOC(=O)c1c(-c2cccs2)csc1NC(=O)CN(CC)CC,i,i,i,i,i,i,i,i,i,i,i
CC(C)(C)c1ncc(S(=O)(=O)c2ccc(C(F)(F)F)cn2)c(N)n1,i,i,i,i,i,i,i,i,i,i,i
CCCN(CCC)c1nc(C#N)nc(N(CCC)CCC)n1,i,i,i,i,i,i,i,i,i,i,i
Cc1nonc1OCCCNc1ccc([N+](=O)[O-])cc1Cl,i,i,i,i,i,i,i,i,i,i,i
COc1ccccc1N1CCN(C(=O)CNC(=O)c2cn(-c3ccccc3OC)c(=O)c3ccccc23)CC1,i,i,i,i,i,i,i,i,i,i,i
COC(=O)CSc1nc(N2CCOCC2)c2c(c1C#N)CCCC2,i,i,i,i,i,i,i,i,i,i,i
O=C(COc1ccccc1Cl)NC(=O)NC1CCCC1,·,i,·,i,i,i,·,·,·,i,·
CC(=O)Nc1ccc(S(=O)(=O)NC2=NCN(CCOC(=O)c3ccccc3)CN2)cc1,i,i,i,i,i,i,i,i,i,i,i
N=c1nc(N)nc2n1NC(c1ccc(F)cc1)=CS2,i,i,i,i,i,i,i,i,i,i,i
O=C(Nc1ccc(Cl)c(Cl)c1)OCc1cnc(Cl)s1,i,i,i,i,i,i,i,i,i,i,i
Cc1cccc(Nc2nnc(SC/C(O)=C(\C#N)c3nc4ccccc4[nH]3)s2)c1C,i,i,i,i,i,i,i,i,i,i,i
Cc1ccc(S(=O)(=O)N2CCOC23CCN(C(=O)c2cc(Cl)ccc2Cl)CC3)cc1,i,i,i,i,i,i,i,i,i,i,i
Cc1oc2c(CN3CCCCC3C)c(O)ccc2c(=O)c1-c1ccccc1 (stereo not given),i,i,i,i,i,i,i,i,i,i,i
CCOC(=O)c1c(C)[nH]c(C(=O)C(C)OC(=O)c2oc3ccccc3c2COC)c1C (stereo not given),i,i,i,i,i,i,i,i,i,i,i
O=C(COC(=O)c1ccccc1S(=O)(=O)N1CCCCC1)NCC(F)(F)F,i,·,i,i,i,i,i,i,i,i,i
Nc1ccc(Sc2ccccc2Cl)nc1,i,i,i,i,i,i,i,i,i,i,i
O=C(Nc1cccc([N+](=O)[O-])c1)Nc1ccc(Cl)cn1,i,i,i,i,i,i,i,i,i,i,i
CC1=NN(C(=O)c2ccc(Cn3nc(C)c([N+](=O)[O-])c3C)cc2)C(O)(C(F)(F)F)C1 (stereo not given),i,i,i,i,i,i,i,i,i,i,i
N=C1c2ccccc2CN1NC(=O)c1cccc(S(=O)(=O)N2CCOCC2)c1,i,i,i,i,i,i,i,i,i,i,i
COCCn1nnnc1C(c1cccs1)N1CCN(c2nc3ccccc3s2)CC1 (stereo not given),i,i,i,i,i,i,i,i,i,i,i
CCCC(=O)Nc1cc(C)c2c(=O)oc3ccccc3c2n1,i,i,i,i,i,i,i,i,i,i,i
COc1cc(/C=C/C(=O)O)cc(S(=O)(=O)Nc2ccc(F)cc2)c1OC,i,i,i,i,i,i,i,i,i,i,i
COc1ccc(-c2nc(C#N)c(N3CCc4ccccc4C3)o2)cc1OC,i,i,i,i,100*,i,i,i,i,i,i
Cc1cc(=O)[nH]c(/N=C(\N)Nc2ccc(SC(F)F)cc2)n1,i,i,i,i,i,i,i,i,i,i,i
COc1cc(NC(=O)C2CC(=O)N(CCc3ccc(F)cc3)C2)cc(OC)c1OC (stereo not given),i,i,i,i,i,i,i,i,i,i,i
O=C(c1ccccc1)c1cccn1CC(=O)N1CCN(c2ccccc2)CC1,i,i,i,i,i,i,i,i,i,i,i
CC(=O)Nc1cccc(-n2nnc(SCC(N)=O)n2)c1,i,i,i,i,i,i,i,i,i,i,i
Nc1ccccc1-c1nnc(SCc2ccccc2Cl)[nH]c1=O,i,i,i,i,i,i,i,i,·,i,i
COc1ccc(S(=O)(=O)NNC(=O)Nc2ccc(C)cc2)c(OC)c1,i,i,i,i,i,i,i,i,i,i,i
O=C(CCC1CCCCC1)Nc1c2c(nn1-c1ccc(F)cc1)CS(=O)C2 (stereo not given),i,i,i,i,i,i,i,i,i,i,i
O=S(=O)(CC(CN1CCCC1)N1CCCC1)c1ccc2ccccc2c1 (stereo not given),i,i,i,i,i,i,i,i,i,i,i
NNC(=O)CNC(c1ccccc1)c1cc(Br)ccc1NC(=O)CCN1CCOCC1 (stereo not given),i,i,i,i,i,i,i,i,i,i,i
OC(CNCc1ccccc1C(F)(F)F)C(F)(F)F (stereo not given),i,i,i,i,i,i,i,i,i,i,i
